PMI inhibition – human PMI inhibitors, high substrate, primary screen, biochemical, fluorescence intensity, high mannose 6-phosphate (AID 1220); inhibition, % at 20 µM; hits with a dose series show IC50 in µM; 190,000 compounds, 0.66% hits; recombinant PMI enzyme, coupled fluorescence intensity; higher % means a stronger effect
XIAP displacement – XIAP antagonists, biochemical, IAP family, fluorescence polarization (AID 1018) | XIAP BIR domain, fluorescence polarization peptide displacement; higher % means a stronger effect | one-dose displacement, % at 20 µM; IC50 in µM for titrated hits | 200,000 compounds, 0.007% hits; in the data active means displacement above about 50%; further: a part of the inactive calls stands beside numbers as strong as those of hits
PhoP inhibition – PhoP-dependent GFP reporter repression – Salmonella Typhimurium, primary screen (AID 1863) | 300,000 compounds, 0.16% hits | one-dose inhibition, % at 50 µM; IC50 in µM for titrated hits | S. Typhimurium PhoP-regulated promoter GFP reporter, 4 h; higher % means a stronger effect;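 active means inhibition over 29.93%, a cutoff 3 SD above the screen mean, later confirmed by dose response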;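 further: 0% = low Mg2+ inducing control and 100% = high Mg2+ repressing control; strong numbers were not always called active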
TNAP activators – stimulation of alkaline phosphatase TNAP activity – biochemical, luminescent, no phosphate acceptor, uHTS, primary screen (AID 1001); 200,000 compounds, 0.03% hits; purified TNAP, luminescent activation assay, no phosphate acceptor; higher activation fold means a stronger effect; activation fold at 20 µM, or EC50 in µM where a hit was titrated; in the data active means activation fold from about 3, or a potency from the dose series; inactive means the rest, 99 in 100 with activation fold below about 1.6; further: many of its hits are not listed in these tables
Myeloid diff MLP – compounds promoting myeloid differentiation; ER-HoxA9 myeloid progenitors, lysozyme-GFP differentiation, flow cytometry; calls only at 10 µM; 360,000 compounds, 1% hits;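 active means normalized GFP-positive differentiation at or above the plate's own cutoff, the solvent-only control mean plus 3 SD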;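 further: cells exposed to compound for four days before flow analysis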
WT yeast gro inh – growth inhibition of WT yeast, mitochondrial fusion screen. mitochondrial fusion phenotypic screen, WT strain. inhibition, % at 10 µM. 190,000 compounds, 2.1% hits. AID 1362; in the data active means inhibition above about 58%; tested in S. cerevisiae
SIAH1 antagonists – Siah-1 peptide-binding antagonists, primary screen, biochemical, fluorescence polarization, rhodamine-plectin, uHTS (AID 1817); Siah-1 / rhodamine-plectin peptide fluorescence polarization; higher % means a stronger effect; displacement, % at 20 µM; hits with a dose series show IC50 in µM; 290,000 compounds, 0.02% hits;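 active means displacement of at least 50% at 20 µM, with a fluorescence ratio check between 0.3 and a set limit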;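 further: plate controls were Siah plus tracer with DMSO for no effect and tracer alone without Siah for full effect; strong numbers were not always called active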
human PMI inhibition – inhibitors of human PMI, primary screen, biochemical, fluorescence intensity, coupled assay (AID 1209); one-dose inhibition, % at 20 µM; IC50 in µM for titrated hits; 190,000 compounds, 0.42% hits; purified PMI enzyme, coupled fluorescence intensity; higher % means a stronger effect;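 further: plate controls were DMSO vehicle for no effect and wells lacking substrate for full effect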
RSV CPE inhibition – RSV antiviral activity via CPE protection, HEp-2 cells, primary 10 µM value included (AID 2391). one-dose CPE inhibition, % at 10 µM; IC50 in µM for titrated hits. HEp-2 cells, RSV-induced CPE inhibition; higher % means a stronger effect. 310,000 compounds, 0.13% hits; in the data active means a potency from the dose series; further: strong numbers were not always called active
WT yeast gro inh mutant strain – second read-out of WT yeast gro inh, no call of its own (marks repeat the call); inhibition, %; mitochondrial fusion phenotypic screen, mutant strain inhibition
Myeloid diff MLP GFP+ MAC1+ % – recorded beside Myeloid diff MLP, whose call it bears; GFP+ MAC1+ double positive, %; measured here: differentiation confirmed by MAC1 staining
The depositor's hits bear a star; i = inactive; nt = not tested or not shown. Unless noted, no stated cut-off is given here; in the data, active means inhibition above about 50%; inactive means the rest. Rows are unselected; about 3.1% have a hit in one of these screens.

SMILES	PMI inhibition	XIAP displacement	PhoP inhibition	TNAP activators	Myeloid diff MLP	Myeloid diff MLP GFP+ MAC1+ %	WT yeast gro inh	WT yeast gro inh mutant strain	SIAH1 antagonists	human PMI inhibition	RSV CPE inhibition
O=C(NC1CCN(Cc2ccccc2)CC1)c1ccc(Oc2cc(Cl)cc(Cl)c2)o1	nt	nt	-3%	nt	i	0.5	nt	nt	-3%	nt	2.6%
COc1ccc(NC(=S)N2CCC(C(=O)c3ccc(F)cc3)CC2)c(OC)c1	21%	-12%	4%	1.1	i	0.5	7	12	-1%	2%	2.9%
CNC(=O)c1sc2nc(-c3ccc(OC)cc3)cn2c1C	1%	-6.3%	3%	1.1	i	2.4	5	7	-3%	2%	6.7%
CCOc1ccccc1N(CC(=O)Nc1ccc(S(=O)(=O)N2CCCC2)cc1)S(C)(=O)=O	nt	nt	-7%	nt	i	1.6	nt	nt	3%	nt	2.1%
CCOC(=O)C1=NN(c2ccccc2C)C2=NC(C)=C(C(=O)OC)C(c3cccc(OC)c3)N12 (stereo not given)	-10%	-7.2%	-17%	1	i	0.3	2	-8	-2%	4%	0.4%
Cc1ccc(S(=O)(=O)NCCSc2nncn2C)cc1	nt	nt	2%	nt	i	1.7	nt	nt	16%	nt	1.2%
CC1(C)CC(=O)C2=C(C1)OC(N)=C([N+](=O)[O-])C2c1cccs1 (stereo not given)	7%	1.1%	-11%	1.1	i	0.6	-11	-13	3%	-3%	-0.4%
O=C1c2ccc3c4c(ccc(c24)C(=O)N1Cc1cccnc1)C(=O)N(Cc1cccnc1)C3=O	3%	-2.1%	-1%	1.1	nt	nt	-11	1	-3%	2%	nt
N#C/C(=N\Nc1ccccc1[N+](=O)[O-])C(=N)N1CCCCC1	15%	-17%	0%	0.9	i	0.3	6	2	2%	4%	-1.6%
CC(Cc1cccs1)NC(=S)Nc1ccc(F)cc1 (stereo not given)	-2%	-11%	-7%	1	i	0.4	15	26	-4%	-4%	18%
CCC1(CC)C(=O)C(C)(C)C(=O)OC1c1ccccn1 (stereo not given)	-3%	0.2%	-7%	1.1	i	1.0	-8	-19	0%	3%	1.6%
COc1ccc2c(c1)cc(C(=O)N[C@@H](CCSC)C(=O)N1CCC[C@H]1C(=O)O)n2C	nt	nt	-5%	nt	i	3.9	nt	nt	-4%	nt	-0.1%
CC(C)C(C(=O)NCC1CCCO1)N(C(=O)CNS(=O)(=O)c1ccc(F)cc1)c1ccccc1 (stereo not given)	nt	nt	4%	nt	i	1.1	nt	nt	-6%	nt	0.7%
N=c1sccn1CC(=O)Nc1ccccc1Oc1ccccc1	-1%	-5.5%	35%	1	i	1.5	-2	-6	0%	5%	-1.6%
Cc1ccc(C(=O)NN2C(=O)/C(=C/c3cccn3C)SC2=S)cc1	11%	-2.3%	-11%	0.8	i	1.4	-9	4	6%	22%	7.9%
Cc1ccnc(NC(=O)Cc2ccc(-c3ccccc3)cc2)c1	nt	nt	-4%	nt	i	1.3	nt	nt	1%	nt	1.3%
CCCNC(=O)c1ccc2c(=O)c(O)c(-c3ccc(OC)cc3)[nH]c2c1	nt	nt	5%	nt	i	1.1	nt	nt	2%	nt	4.4%
CCOc1cc(C(C(=O)NCC2CCCO2)N(C(=O)Cn2nnc3ccccc32)c2ccccc2C(C)=O)ccc1O (stereo not given)	nt	nt	3%	nt	i	0.9	nt	nt	-3%	nt	6.0%
CSc1ccccc1NC(=O)c1ccccc1N(Cc1ccccc1)S(C)(=O)=O	7%	0.4%	-2%	1.1	i	1.5	10	-5	1%	9%	1.6%
COc1ccc(CCNC(=O)C2CCC(=O)N(CCc3ccc(OC)cc3)C2)cc1 (stereo not given)	nt	nt	-3%	nt	i	1.2	nt	nt	11%	nt	1.3%
Cc1ccc(NC(=S)N(N)CCO)cc1	8%	-6.7%	1%	1.1	i	0.4	-2	-5	-3%	4%	1.2%
COc1ccc(NC(=O)CNCCC2=CCCCC2)cc1	8%	-1.5%	6%	1.1	i	0.7	-13	-1	-3%	12%	-1.3%
COC(=O)c1ccc(COc2ccc(/C=N/N3CCN(C)CC3)cc2)cc1	-6%	-2.3%	-6%	1.1	i	0.2	16	6	2%	-6%	3.6%
OCC1(Cc2ccc(Cl)cc2)CCN(CC2CC=CCC2)CC1 (stereo not given)	5%	-5.9%	16%	1.1	i	0.0	28	23	5%	11%	-3.0%
Cc1cc(C)n(-c2nc3ccccc3nc2Nc2ccc3c(c2)OCO3)n1	11%	-1.8%	-8%	1.3	i	1.3	10	6	-2%	8%	1.1%

Going on with the list.
SMILES	PMI inhibition	XIAP displacement	PhoP inhibition	TNAP activators	Myeloid diff MLP	Myeloid diff MLP GFP+ MAC1+ %	WT yeast gro inh	WT yeast gro inh mutant strain	SIAH1 antagonists	human PMI inhibition	RSV CPE inhibition
COCCCNC(=O)[C@H]1N2C(=O)c3ccccc3C2SC1(C)C (stereo not given in full)	nt	nt	14%	nt	i	0.4	nt	nt	2%	nt	0.0%
C/C(=N\NC(=O)c1nnn(-c2nonc2N)c1CSc1ccccc1)c1cccnc1	nt	nt	-1%	nt	i	0.0	nt	nt	-2%	nt	2.8%
CCn1c(C)c(C(C)=O)c(SC)nc1=S	2%	-5.8%	11%	1.1	i	1.7	-10	-1	0%	-1%	1.1%
CC(C)NC(=O)c1ccc2c(=O)n(CC3CCCO3)c(=S)[nH]c2c1 (stereo not given)	1%	-7.5%	-10%	1.1	i	1.2	5	11	-2%	-7%	0.3%
O=C(C1CCCC1)N1CCN(S(=O)(=O)c2ccc(F)c(F)c2F)CC1	nt	nt	3%	nt	i	0.4	nt	nt	4%	nt	1.9%
Cc1ccc(S(=O)(=O)c2c(N)n(NC(=O)c3ccco3)c3nc4ccccc4nc23)cc1	-41%	-0.9%	30%	1.1	i	0.6	1	3	-3%	-57%	3.5%
CCCCCC(=O)Nc1cc(N(C)C)nc2ccccc12	-4%	-0.8%	10%	1.1	i	0.9	64*	-0.5*	-5%	-3%	-0.2%
Cc1cc(OCC(=O)N2CCN(c3ccc(F)cc3)CC2)c2c(C)cc(=O)oc2c1	nt	nt	-11%	nt	i	0.7	nt	nt	18%	nt	2.6%
Cc1ccc(NC(=O)C(OC(=O)c2ccc(C=O)cc2)c2ccccc2)cc1Cl (stereo not given)	12%	-31%	-10%	1	i	0.7	29	12	-3%	18%	12%
COc1cccc(OC(=O)c2cc3ccccc3oc2=O)c1	16%	-6.2%	-10%	1	i	0.0	-19	-2	13%	-4%	2.7%
CCOC(=O)c1cc(Sc2ccccc2N)cc(C(=O)OCC)n1	nt	nt	5%	nt	i	0.4	nt	nt	-6%	nt	2.1%
COCCCNC(=O)c1cccc(NC(=O)c2ccccc2)c1	-2%	-7.6%	-6%	1.2	i	1.0	-14	-15	7%	9%	1.8%
CC(=O)Nc1ccccc1-c1nc2ccc(C(=O)N3CCN(c4ccccc4)CC3)cc2[nH]c1=O	3%	-8.3%	-7%	1.1	i	3.4	5	14	4%	16%	1.4%
CC(C)CCn1c(SCC(=O)N2CC(=O)Nc3ccccc32)nc2scc(-c3cccs3)c2c1=O	7%	-6.8%	32%	1.2	i	1.0	5	1	-4%	-2%	4.4%
O=[N+]([O-])c1ccccc1OCCN1CCOCC1	nt	nt	7%	nt	i	1.1	nt	nt	-2%	nt	-0.9%
Cc1cccc(C(=O)Nc2sc3c(c2C#N)CCCCC3)c1	13%	-8.5%	5%	1.1	i	1.1	2	4	16%	-1%	-0.2%
CSc1ncc2ncn(C3OC(CO)C(O)C3O)c2n1 (stereo not given)	nt	nt	-14%	nt	i	0.6	nt	nt	11%	nt	-1.0%
COc1ccc(Oc2cccc(Cl)c2CNC(=O)CSCC(=O)O)cc1	nt	nt	-3%	nt	i	1.0	nt	nt	13%	nt	1.3%
CCNC(=S)N1CCN(c2nc(-c3ccc(F)cc3)cs2)CC1	nt	nt	9%	nt	i	1.9	nt	nt	0%	nt	2.5%
C=CCNc1oc(-c2cccs2)nc1C#N	6%	-4.2%	4%	1.1	i	1.6	-5	-12	0%	11%	1.3%
CCOC(=O)c1noc(C)c1C(=O)Nc1nc(C)cc(C)n1	-7%	-5.7%	4%	1.1	i	0.5	-12	-6	3%	-17%	3.0%
CC(C(=O)Nc1cccc(S(=O)(=O)N2CCOCC2)c1)N1CCN(c2ccc(F)cc2)CC1 (stereo not given)	-2%	-0.3%	5%	1.1	i	0.4	5	12	2%	-8%	2.5%
Cc1ccccc1C(=O)N1CCN(c2ccc(NC(=O)c3ccco3)cc2)CC1	nt	nt	2%	nt	i	0.6	nt	nt	-2%	nt	3.0%
CSc1nc(-c2ccccc2)nn1S(=O)(=O)c1ccccc1	-11%	-3.6%	7%	0.5	i	1.1	0	-5	0%	-11%	0.1%
N#Cc1cnc(SCC(=O)NNC(=O)COc2cccc3ccccc23)nc1N	6%	-6.0%	6%	2	i	0.9	-25	-12	12%	18%	1.7%
CC1CCN(C(=O)CSc2nnc(Cc3ccccc3)o2)CC1	5%	-2.1%	7%	1.2	i	3.3	-4	-7	2%	6%	0.0%
COc1ccc(C(=O)Nc2nc3cc4c(cc3s2)OCO4)c(OC)c1	nt	nt	3%	nt	i	0.3	nt	nt	0%	nt	-0.9%

Entries above containing fluorine:
SMILES	PMI inhibition	XIAP displacement	PhoP inhibition	TNAP activators	Myeloid diff MLP	Myeloid diff MLP GFP+ MAC1+ %	WT yeast gro inh	WT yeast gro inh mutant strain	SIAH1 antagonists	human PMI inhibition	RSV CPE inhibition
COc1ccc(NC(=S)N2CCC(C(=O)c3ccc(F)cc3)CC2)c(OC)c1	21%	-12%	4%	1.1	i	0.5	7	12	-1%	2%	2.9%
CC(Cc1cccs1)NC(=S)Nc1ccc(F)cc1 (stereo not given)	-2%	-11%	-7%	1	i	0.4	15	26	-4%	-4%	18%
CC(C)C(C(=O)NCC1CCCO1)N(C(=O)CNS(=O)(=O)c1ccc(F)cc1)c1ccccc1 (stereo not given)	nt	nt	4%	nt	i	1.1	nt	nt	-6%	nt	0.7%
O=C(C1CCCC1)N1CCN(S(=O)(=O)c2ccc(F)c(F)c2F)CC1	nt	nt	3%	nt	i	0.4	nt	nt	4%	nt	1.9%
Cc1cc(OCC(=O)N2CCN(c3ccc(F)cc3)CC2)c2c(C)cc(=O)oc2c1	nt	nt	-11%	nt	i	0.7	nt	nt	18%	nt	2.6%
CCNC(=S)N1CCN(c2nc(-c3ccc(F)cc3)cs2)CC1	nt	nt	9%	nt	i	1.9	nt	nt	0%	nt	2.5%
CC(C(=O)Nc1cccc(S(=O)(=O)N2CCOCC2)c1)N1CCN(c2ccc(F)cc2)CC1 (stereo not given)	-2%	-0.3%	5%	1.1	i	0.4	5	12	2%	-8%	2.5%

3 structures out of the list, ordered by molecular weight, lowest first:
SMILES	PMI inhibition	XIAP displacement	PhoP inhibition	TNAP activators	Myeloid diff MLP	Myeloid diff MLP GFP+ MAC1+ %	WT yeast gro inh	WT yeast gro inh mutant strain	SIAH1 antagonists	human PMI inhibition	RSV CPE inhibition
CCCCCC(=O)Nc1cc(N(C)C)nc2ccccc12	-4%	-0.8%	10%	1.1	i	0.9	64*	-0.5*	-5%	-3%	-0.2%
CSc1ncc2ncn(C3OC(CO)C(O)C3O)c2n1 (stereo not given)	nt	nt	-14%	nt	i	0.6	nt	nt	11%	nt	-1.0%
CCNC(=S)N1CCN(c2nc(-c3ccc(F)cc3)cs2)CC1	nt	nt	9%	nt	i	1.9	nt	nt	0%	nt	2.5%
